# Screens deposited in PubChem by several laboratories.
# VIM-2 inh: blocks Pseudomonas aeruginosa VIM-2 metallo-beta-lactamase. purified VIM-2, nitrocefin hydrolysis, epi-absorbance fluorescence. AID 1527. inhibition, % at 5.6 µM. 290,000 compounds, 0.89% hits;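 active means inhibition above the mean of all tested compounds plus 3 SD, cutoff set per screening run, cut at about 7.5% in these data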;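 further: red hydrolysis product quenches plate fluorescence so inhibitors raise well fluorescence; 0% = enzyme with DMSO and 100% = DMSO without enzyme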
# FID counter: counter-screen for HCV NS3 helicase inhibitors: DNA intercalator displacement; DNA fluorescent intercalator displacement, fluorescence; inhibition, % at 7.9 µM; 290,000 compounds, 0.17% hits; in the data active means inhibition above about 37%;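 further: 0% = vehicle and 100% = reference compound; higher means more ethidium bromide displaced from hairpin DNA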
# PHOSPHO1 block: inhibitors of human PHOSPHO1 phosphatase. Q8TCT1. recombinant PHOSPHO1, absorbance phosphatase assay. inhibition, % at 13.3 µM. 290,000 compounds, 1.1% hits; in the data active means inhibition above about 60%
# Target sequence (Q8TCT1 whole entry, looked up): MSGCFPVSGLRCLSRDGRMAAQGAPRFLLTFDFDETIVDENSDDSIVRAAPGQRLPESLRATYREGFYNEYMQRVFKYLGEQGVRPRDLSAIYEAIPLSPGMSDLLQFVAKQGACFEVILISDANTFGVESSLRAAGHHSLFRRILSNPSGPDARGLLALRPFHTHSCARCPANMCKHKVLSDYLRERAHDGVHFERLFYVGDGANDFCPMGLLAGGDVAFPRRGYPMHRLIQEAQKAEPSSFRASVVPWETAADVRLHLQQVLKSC
# NS3 helicase inh: blocks Hepatitis C virus NS3 helicase unwinding; NS3 helicase DNA unwinding, Cy5 molecular beacon fluorescence; inhibition, % at 10.9 µM; 290,000 compounds, 0.56% hits;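 active means inhibition above the mean of all tested compounds plus 3 SD, set per campaign, cut at about 35% in these data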;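 further: 0% = DMSO wells and 100% = thioflavine S control wells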
#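 System: NS3 helicase fragment of HCV / Schedule: 1 h at 25 °C / Control set: DMSO alone as 0% and 110 µM thioflavine S as 100% / Reagent: Cy5/quencher beacon DNA duplex and ATP to start / Technique: Cy5 fluorescence / Replication: singlicate / Evaluation: % inhibition of end-to-start signal ratio versus controls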
# IDE act: boosts human insulin-degrading enzyme activity in HEK cells; AID 493087; activation, % at 5.96 µM; P14735; FAbeta-B cleavage, fluorescence polarization; 0% vehicle, 100% cell-free pure enzyme wells; 340,000 compounds, 0.073% hits;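 active means activation above the mean of all tested compounds plus 3 SD, set per screening campaign, cut at about 17% in these data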
# SUMO HTRF inh: inhibitors of human SUMOylation (UBC9) | 290,000 compounds, 0.36% hits | inhibition, % at 35 µM | HTRF SUMOylation assay, SAE1/SAE2 + UBC9, in vitro; in the data active means inhibition above about 50%, passing the limit was not always enough; further: strong numbers were not always called active
# Target sequence (P63279 whole entry, looked up): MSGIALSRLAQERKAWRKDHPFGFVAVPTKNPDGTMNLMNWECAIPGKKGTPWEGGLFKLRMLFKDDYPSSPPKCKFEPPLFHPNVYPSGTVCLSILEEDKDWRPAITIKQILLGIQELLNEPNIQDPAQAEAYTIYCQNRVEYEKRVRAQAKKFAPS
# MEKK3 PB1 HTS: modulators (inhibitors or enhancers) of MEK5 binding to human MEKK3 PB1 domain; Q99759; bead-based flow cytometry, Alexa488-MEK5 binding to MEKK3; actives lie on both sides; 0 = blocked by unlabeled MEK5, 100 = vehicle; binding response (% of control), % at 10 µM; 290,000 compounds, 1.4% hits; AID 1529;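 active means binding response more than 3 SD above or below the average of its plate-row segment, actives on both sides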;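 further: Alexa488 bead fluorescence after subtracting the streptavidin-only scavenger bead signal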
# pCIP destab: lowers stability of the mouse p/CIP coactivator protein. 290,000 compounds, 0.01% hits. decrease of EGFP signal, % at 10 µM. AID 1984. F442A p/CIP-EGFP cells, EGFP fluorescence, 16 h. Q05BA5;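 active means EGFP signal decrease of at least 30% at 10 µM or well 3 SD below plate mean, unless failing retest; inactive means the rest, including hits failing retest or dose response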; further: some compounds called inactive have numbers as strong as hits; many of its hits are not listed in these tables
# IMP-1 inhibitor: blocks Pseudomonas aeruginosa IMP-1 metallo-beta-lactamase. AID 1556. 290,000 compounds, 0.45% hits. inhibition, % at 5.6 µM. purified IMP-1, nitrocefin hydrolysis, epi-absorbance fluorescence;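 active means inhibition above the mean plus 3 SD of all compounds in the same screening run, cut at about 4.5% in these data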;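 further: 0% = IMP-1 with DMSO and 100% = DMSO wells lacking enzyme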
#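 System: Purified IMP-1 | Read-out basis: Percent enzyme inhibition | Controls: IMP-1 with DMSO as 0%, enzyme-free DMSO as 100% | Replicates: One well per compound | Doses: 5.6 µM nominal single concentration | Detection: Epi-absorbance fluorescence, 480 nm excitation, 530 nm emission | Incubation: 25 °C, 15 min preincubation, 25 min reaction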
# Numbers without * were called inactive; x = not tested or not shown; [ ] = remark or other dose.
# Order of results: SUMO HTRF inh	MEKK3 PB1 HTS	VIM-2 inh	IDE act	NS3 helicase inh	IMP-1 inhibitor	pCIP destab	PHOSPHO1 block	FID counter
1	Cc1ccc(S(=O)(=O)/N=C(/Nc2ccc([N+](=O)[O-])cc2)c2ccccc2)cc1
  -12	100	0.3	5	-7	-2.5	-2	20	-4
2	O=S(=O)(Nc1ccc(O)c(Sc2nc3ccccc3s2)c1)c1cccc2ccccc12
  -3	97	-0.1	-2	-10	-0.3	-7	-11	-3
3	CCC(=O)c1cn(CC(=O)NCc2ccco2)c2ccccc12
  6	94	-2.4	4	0	-1.6	0	-12	-5
4	CCCC(=O)Nc1ccc(C(=O)N2CCCC2)cc1
  5	97	-3.2	4	0	-1.6	-3	12	1
5	CC(C)(C)NC(=S)N/N=C\c1ccc(-c2ccc([N+](=O)[O-])cc2)o1
  15	98	-1.5	x	2	-0.3	8	-31	-4
6	O=C(C1=C[C@H](c2ccc(C(F)(F)F)cc2)C[C@H](OCc2ccc(CO)cc2)O1)N1CCCCCCC1
  -8	103	-2.3	4	-9	-1.7	2	32	-36
7	Cc1nnc(SCc2cccc3ccccc23)n(N)c1=O
  -8	97	-2.0	4	-9	0.4	2	-8	-7
8	CC(NC(=O)c1c(O)c2ccccc2[nH]c1=O)c1ccccc1 (configuration not stated)
  -5	101	-1.3	7	-2	-2.3	-7	20	0
9	COc1ccc(-c2csc(N(C)C(=O)c3cccs3)n2)cc1
  8	106	-3.7	0	0	-1.9	-15	32	5
10	Cc1cccc(Oc2ccccc2N)c1
  18	104	-0.4	15	3	-4.8	-14	-6	2
11	CN(C)c1ccc(NC(=O)c2ccncc2)c2ccccc12
  -9	98	0.4	3	0	-2.6	-12	-4	4
12	CCc1cc2c(nc1CC)CCN(CC/C(C)=N/OC[C@H]1O[C@H](c3ccccc3)C=C[C@@H]1Oc1ccc(OC)cc1)C2
  12	103	-2.9	x	-56	-1.4	-9	-4	-6
13	COc1ccc(NC(=O)NCCCN2CCCC2=O)c(OC)c1
  -4	96	-2.2	3	-8	-1.6	-12	14	-7
14	COc1cccc(CNC(=O)c2ccccc2C(=O)NC(C)(C)C(=O)NCc2cccc(OC)c2)c1
  x	95	-1.3	8	4	-0.7	-2	7	-48
15	COc1ccc(C2=NNC(c3ccco3)=Nc3ccc(F)cc32)cc1
  -9	105	-0.9	7	5	-3.0	4	32	-4
16	COc1ccc(C(=O)NNC(=O)c2ccccn2)cc1
  15	106	1.1	1	10	1.1	-2	-2	-1
17	COc1ccc(OCC(=O)N2CCN(C(=O)c3cccc(F)c3)CC2)cc1
  -14	104	-2.1	2	-3	-3.8	-7	-40	-5
18	O=C1Nc2cc(Cl)c(Cl)cc2N(O)N1c1ccccc1Cl
  -5	104	-5.3	3	3	-5.0	2	-7	6
19	CCCCOC(=O)Nc1ccc(N2CCOCC2)cc1
  -2	100	-5.5	1	-2	-4.3	-4	-35	-5
20	COc1cc(NC(=O)CCN2CCN(Cc3ccccc3)CC2)cc(OC)c1
  -1	104	0.1	6	-11	-0.3	0	-13	8
21	Cc1ccc2nc(N(CCCN(C)C)C(=O)c3ccc4c(c3)CCCC4)sc2c1
  -9	107	-4.3	5	-89	-3.9	-4	-1	22
22	COC(=O)c1cc(C#N)c(SCc2ccccc2)nc1C
  10	106	-1.2	6	-5	-5.1	-4	6	-6
23	COc1ccccc1NC(=O)N(Cc1ccco1)Cc1cc2cccc(C)c2[nH]c1=O
  -6	104	-3.6	-4	-11	1.7	-10	24	-21
24	CCCCC(CCC(=O)Nc1cc([N+](=O)[O-])ccc1O)C(=O)O (configuration not stated)
  0	98	0.3	10	5	-1.9	7	-23	-1
25	Cc1ccc(NC(=O)C2C(=O)N(CCO)C3(C)CC2c2ccccc2O3)cc1 (configuration not stated)
  6	105	-4.6	3	8	-3.3	-11	-14	-22
26	Nc1nnc(SCCOc2ccc(Br)cc2)s1
  16	100	0.6	2	-6	-0.2	-5	11	-3
27	Cc1cccc(NC(=O)c2ccc(S(=O)(=O)NCc3cccnc3)cc2)c1C
  5	96	-2.5	1	-4	-3.2	-6	32	-14
28	O=C(Nc1nc2cc3c(cc2s1)OCO3)c1ccco1
  40	92	0.7	8	-14	-0.5	-11	13	-3
29	Cc1cc(SCC(=O)N/N=C/c2ccc(O)cc2O)nc2ccccc12
  -38	106	-4.9	0	9	-1.4	-13	8	-24
30	c1ccc(-n2ncc3c(NCc4ccccn4)ncnc32)cc1
  6	104	-1.6	2	0	-3.1	9	17	-6
31	CCOc1ccc(-c2nnc(-c3ccccc3)n2-c2ccccc2)cc1
  20	103	-1.6	-2	2	-2.4	-6	-14	-19
32	CCN(CC)c1ccc(-c2c(C#N)c(N)nc(OC)c2C#N)cc1
  30	88	-2.2	1	-7	-1.4	-15	50	2
33	CC(OC(=O)c1ccccc1)C(=O)NCCC1=CCCCC1 (configuration not stated)
  -5	98	-4.5	1	-4	-4.9	2	8	-24
34	COc1cc(NC(=O)c2ccc([N+](=O)[O-])cc2)c(OC)cc1NC(=O)CC(C)C
  10	94	-1.4	4	3	-0.2	7	16	-2
35	CCCN(CCC)C(=O)CSc1nc2c(sc(=S)n2-c2ccc(OCC)cc2)c(=O)[nH]1
  -9	107	-2.5	1	16	-1.8	8	-5	-40
36	O=S1(=O)CCOCCCN1Cc1cccc(C(F)(F)F)c1
  -4	101	-0.5	-2	3	-4.1	-10	25	-5
37	CSc1nc(Oc2ccc(F)cc2F)cc(C(F)(F)F)n1
  19	101	-3.6	4	3	-1.4	2	6	-3
38	O=C(Oc1ccccc1)N(c1ccccc1)c1ccccc1
  -1	97	1.6	x	7	0.0	-4	34	-25
39	CC1CCc2cc(F)ccc2N1C(=O)CSc1nnc(-c2cccs2)n1C (configuration not stated)
  2	101	-0.5	-3	-16	-1.2	-10	35	-20
40	CC(=O)Nc1ccc(OC(=O)c2cc3ccccc3oc2=O)cc1
  7	103	-1.1	-3	3	-2.4	-12	8	0
41	COc1ccccc1N1CCN(C2CC(=O)N(C)C2=O)CC1 (configuration not stated)
  4	104	-2.6	-3	1	-1.8	11	1	-2
42	CCc1cccc(NC(=S)N(CCN(C)C)C(C)c2ccncc2)c1 (configuration not stated)
  -10	94	-3.1	0	2	-2.1	-4	34	0
43	CC1(C)CC(=O)c2c(nc(SCC(=O)Nc3nsc(-c4ccccc4)n3)c(C#N)c2-c2ccccc2)C1
  -28	x	-1.7	-12	-2	-0.7	-7	38	-4
44	CCc1nc(N2CCCC2C(=O)O)c2oc3ccccc3c2n1 (configuration not stated)
  -6	57*[inhibitor]	-2.5	4	10	-0.7	-6	16	-5
45	C/C(=N\N=C(/N)SC1CC(=O)N(c2cccc(Cl)c2)C1=O)c1cccs1 (configuration not stated)
  -26	x	0.7	8	-22	0.2	-5	0	8
46	Clc1cccc(OCCn2ccnc2)c1
  1	102	-1.3	6	-7	-1.0	-5	34	3
47	Cc1ccc2nc(/C(C#N)=C\c3ccc(Oc4ccc(C(F)(F)F)cc4[N+](=O)[O-])cc3)[nH]c2c1
  16	97	-1.1	0	-4	0.7	4	-12	1
48	COc1ccc(/C=N/Nc2nonc2N)c(OC)c1
  5	114	-2.8	-3	2	-1.9	-46	0	8
49	CC(C)NC(=O)c1ccccc1NC(=O)Cc1ccc([N+](=O)[O-])cc1
  7	73	-0.3	3	4	0.1	-4	38	0
50	CCC(NC(=O)Cc1c(C)c2c(cc(C)c3c(C)c(C)oc32)oc1=O)C(=O)O (configuration not stated)
  54*	105	2.7	-1	4	-0.5	-11	37	-32
51	COc1ccccc1OCC(=O)NCC1CCCN(Cc2cnn(C(C)C)c2)C1 (configuration not stated)
  -6	105	0.3	3	0	-1.0	7	-39	-1
52	COc1ccc(NC2CCCN(C(=O)CCN3CCOCC3)C2)cc1 (configuration not stated)
  6	102	-2.0	3	7	-3.8	-3	44	-1
53	CCN1CCN(C(=O)c2oc(=O)c3ccccc3c2-c2ccc(C)cc2)CC1
  -4	100	-0.8	2	-6	-1.6	-1	-9	11

# Not all compounds are listed; rates above refer to the full screens.
